# Compound activity deposited in PubChem BioAssay by Sanford-Burnham Center for Chemical Genomics.
# FLuc act counter: affects firefly luciferase, flagging false hits in luciferase stimulation screens; AID 1027; activation factor at 10 µM; ATPlite luciferase biochemical, luminescence, 10 min; 0 = ATP-free wells, 1 = DMSO control; 200,000 tested, under 10 active; P08659;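 active = luciferase activation factor, scaled between plate controls, of at least 2 with compound at 10 µM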
# Target sequence (P08659 whole entry, looked up): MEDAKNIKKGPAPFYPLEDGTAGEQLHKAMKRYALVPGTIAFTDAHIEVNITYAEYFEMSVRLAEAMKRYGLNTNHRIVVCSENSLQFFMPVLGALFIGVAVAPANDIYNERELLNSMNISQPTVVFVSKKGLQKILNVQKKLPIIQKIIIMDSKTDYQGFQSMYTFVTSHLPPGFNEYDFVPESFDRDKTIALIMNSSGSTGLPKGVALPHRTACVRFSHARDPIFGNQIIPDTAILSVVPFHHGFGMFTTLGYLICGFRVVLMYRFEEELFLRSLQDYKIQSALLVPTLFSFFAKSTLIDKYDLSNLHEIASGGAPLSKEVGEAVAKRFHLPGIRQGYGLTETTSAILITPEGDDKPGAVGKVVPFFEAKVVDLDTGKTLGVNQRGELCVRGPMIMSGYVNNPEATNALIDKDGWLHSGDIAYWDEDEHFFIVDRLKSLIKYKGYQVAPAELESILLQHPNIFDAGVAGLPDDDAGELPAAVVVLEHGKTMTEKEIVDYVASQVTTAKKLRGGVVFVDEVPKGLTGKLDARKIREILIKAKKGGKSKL
#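 assay system = Luciferase/luciferin detection reagent, cell-free biochemical luciferase assay | also added = ATP substrate | times = 10 min post-reagent at room temperature | measured by = luminescence from luciferase reaction | measure = luciferase activation, seen as luminescence increase over controls | benchmarks = low control with PBS replacing ATP, high control enzyme plus ATP without compound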
# FLuc inh counter: counter-screen for luciferase assay inhibitors: firefly luciferase inhibition | P08659 | ATPLite firefly luciferase biochemical luminescence, 10 min | 200,000 tested, 1.5% active | AID 1006 | inhibition, % at 10 µM;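 active = inhibition above about 50% when tested at 10 µM, limit read from the data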
# G6PDH counter: L. mesenteroides G6PDH inhibition counter-screen; Purified L. mesenteroides G6PDH, diaphorase/resazurin coupled fluorescence, 45 min; inhibition, % at 5 µM; 200,000 tested, 0.12% active; AID 1020; in the data active = inhibition above about 50%
# * hit, by the source's call. The list is partial, so the mix of outcomes need not match the whole.
canonical_smiles,FLuc act counter,FLuc inh counter,G6PDH counter
COc1cccc(C(N)CC(=O)O)c1 (stereo unspecified),1.1,-7,1
CN(C)c1ccc(-c2ccncc2)cc1,1,2,0
Cc1ccc2nc(Nc3ncc4c(n3)CCCC4=O)nc(C)c2c1,1,2,8
S=P(c1ccc(N2CCOCC2)cc1N1CCOCC1)(N1CCOCC1)N1CCOCC1,1.1,-5,5
COc1ccc(NC(=O)c2cc(OC)c(OC)cc2OC)c(S(=O)(=O)N2CCOCC2)c1,1,-1,5
N#Cc1cc2c(=O)n3ccccc3nc2n(CCN2CCOCC2)c1=O,1.1,-5,6
N#CC(C(=O)NC1CCCCC1)c1nc2ccccc2nc1N1CCOCC1 (stereo unspecified),1,-5,6
COc1ccc(C2C(C(=O)c3cc4cccc(OC)c4o3)=C(O)C(=O)N2CCCN(C)C)cc1OC (stereo unspecified),1.1,-7,-4
Cc1ccccc1-n1nc(C)c2cc(C(=O)N3CCN(S(=O)(=O)c4ccccc4)CC3)sc21,1.1,-8,-2
Cc1cc(C)c2c(n1)nn1c(NCCCn3ccnc3)cc(C)nc21,1.1,-6,4

# Looked up above:
# `CN(C)c1ccc(-c2ccncc2)cc1` – FLuc inh counter: 2
# `COc1ccc(C2C(C(=O)c3cc4cccc(OC)c4o3)=C(O)C(=O)N2CCCN(C)C)cc1OC` (stereo unspecified) – FLuc inh counter: -7

# (further entries)
canonical_smiles,FLuc act counter,FLuc inh counter,G6PDH counter
O=C(CSc1ccc2nnc(-c3ccc(Cl)cc3)n2n1)N1CCCC1,1.1,-7,-18
Cc1cccn2c(=O)c3cc(C(=O)NCc4cccnc4)c(=N)n(C)c3nc12,1.1,-7,-2
Cc1cc(NC(=O)CSc2ncnc3sc4c(c23)CCC(C)C4)no1 (stereo unspecified),1,-1,4
Cc1nc(N2CCN(c3ccccc3)CC2)c2c3c(sc2n1)CCC3,1,-4,7
O=C(COc1ccccc1)Nc1cccc(-c2nnc(-c3ccccc3)o2)c1,0.8,19,7

# A run of entries from the list above:
canonical_smiles,FLuc act counter,FLuc inh counter,G6PDH counter
Cc1cc(C)c2c(n1)nn1c(NCCCn3ccnc3)cc(C)nc21,1.1,-6,4
O=C(CSc1ccc2nnc(-c3ccc(Cl)cc3)n2n1)N1CCCC1,1.1,-7,-18
Cc1cccn2c(=O)c3cc(C(=O)NCc4cccnc4)c(=N)n(C)c3nc12,1.1,-7,-2

# Just FLuc inh counter, for some of the entries so far:
compound,FLuc inh counter
Cc1cccn2c(=O)c3cc(C(=O)NCc4cccnc4)c(=N)n(C)c3nc12,-7
Cc1cc(NC(=O)CSc2ncnc3sc4c(c23)CCC(C)C4)no1 (stereo unspecified),-1
Cc1nc(N2CCN(c3ccccc3)CC2)c2c3c(sc2n1)CCC3,-4
O=C(COc1ccccc1)Nc1cccc(-c2nnc(-c3ccccc3)o2)c1,19
